ABCB6 inh MLPCN = blocks the human ABCB6 transporter; Q9NP58; K562-ABCB6 porphyrin accumulation, flow cytometry, 1 h; active compounds read low; fluorescence ratio to DMSO, % at 10 µM; 0.19% of 360,000 active; AID 602162;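 active = fluorescence ratio to DMSO below 75%, the collection mean minus 3 SD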;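 note: signal is porphyrin accumulated inside mitochondria; 100% equals median channel fluorescence of DMSO control wells; lower ratio means ABCB6 inhibition with less porphyrin fluorescence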
aDG glyco act = alpha-DG glycosylation activation; activation, % at 10 µM; 0.22% of 360,000 active; Pro5-aDG cells, alpha-DG glycosylation AlphaScreen (IIH6); 0% Pro5, 100% B10-LARGE cell signal;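 active = activation of at least 8% versus controls, or a plate z-score of at least 8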;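 note: Pro5 are CHO cells carrying HIG-tagged alpha-DG that lacks glycosylation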
PDI inh = PDI (human) enzyme inhibition | P07237 | PDI insulin aggregation turbidity, A650, 90 min | inhibition, % at 10 µM | 0.052% of 350,000 active | AID 588391;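 active = mean inhibition across replicates of 30% or more, whatever share of single replicates reach that level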;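 note: absorbance from insulin aggregation driven by PDI reduction with DTT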
Target sequence (P07237 whole entry, looked up): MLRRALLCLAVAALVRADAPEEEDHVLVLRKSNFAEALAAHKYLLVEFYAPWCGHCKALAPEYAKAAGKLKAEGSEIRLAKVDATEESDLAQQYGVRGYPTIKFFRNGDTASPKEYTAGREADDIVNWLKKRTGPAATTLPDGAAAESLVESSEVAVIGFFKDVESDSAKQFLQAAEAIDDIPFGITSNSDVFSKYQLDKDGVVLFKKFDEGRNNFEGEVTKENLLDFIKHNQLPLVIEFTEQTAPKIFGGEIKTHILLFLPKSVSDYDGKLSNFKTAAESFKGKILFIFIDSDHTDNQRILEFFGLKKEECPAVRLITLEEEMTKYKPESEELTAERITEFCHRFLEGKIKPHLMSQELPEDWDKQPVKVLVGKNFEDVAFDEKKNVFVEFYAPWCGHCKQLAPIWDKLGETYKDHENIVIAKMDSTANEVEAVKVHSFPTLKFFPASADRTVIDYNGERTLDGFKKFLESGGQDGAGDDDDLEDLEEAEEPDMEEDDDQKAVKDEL
Granule exo inh = lytic granule exocytosis inhibition | TALL-104 LAMP-1 surface exposure, flow cytometry; cells stimulated with thapsigargin and PMA | inhibition, % at 10 µM | 0.66% of 360,000 active | AID 651702;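 active = inhibition above about 55%, limit read from the data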
CaV13 FRET inh = Disruptors of the CACNA1D IQ motif to Ca2+-dependent inactivation inhibitor domain association, primary screening, Förster resonance energy transfer in intact living …. HEK cells, CFP/YFP FRET ICDI-IQ, plate reader, 10 min; percent FRET-ratio fall versus neutral wells. inhibition, % at 12.3 µM. 0.098% of 340,000 active;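 active = mean replicate inhibition of at least 30% and at least 1% of replicates passing that level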;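 note: 0% = median of the neutral control wells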
Vif imaging = blocks HIV Vif function; HEK293T cells, Vif self-association by quenched fluorescence, imaging, 24 h; inhibition, % at 7.49 µM; 0.35% of 340,000 active; in the data active = inhibition above about 50%, passing the limit was not always enough; note: some results filed as inactive read as strong as hits
H9c2 protect = modulators protecting cardiomyocytes from myocardial damage; 0.63% of 360,000 active; H9c2 cardiomyocytes, H2O2 injury protection, ATPLite, 2 h; protection from H2O2 cell death, % at 20 µM;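 active = compounds giving at least 50% protection of heart cells from peroxide-induced death in the single-dose screen, raw or plate-pattern-corrected value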;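 note: 0% = DMSO wells with peroxide and 100% = DMSO wells without peroxide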
Glyco luc inh = N-linked glycosylation inhibition | AID 588692 | reporter increase, % at 12.5 µM | D54 ERlucT glycosylation luciferase reporter, 24 h; percent of 100 nM tunicamycin response | 0.23% of 360,000 active;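 active = mean luciferase reporter signal, scaled so untreated is 0 and the glycosylation-blocking control 100, at or above a set limit in every replicate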;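 note: luciferase carries N-glycosylation sites so blocking glycosylation raises the light; 0% = median of neutral control wells and 100% = median of 100 nM tunicamycin wells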
iPSC survival up = increases survival of single human iPS cells; hiPSC single-cell survival, ATPlite luminescence; 100% = ROCK inhibitor wells, 0% = DMSO; survival enhancement, % at 20 µM; 0.044% of 360,000 active; in the data active = survival enhancement above about 18%;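 note: cells exposed to compounds for 16 hours before the ATP read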
m5-HT2A agonist = mouse HTR2A agonism via beta-arrestin recruitment | CHO-K1 mHTR2A beta-arrestin complementation, luminescence; percent of 30 µM serotonin response | activation, % at 7.6 µM | 0.66% of 360,000 active;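 active = activation above a run cutoff, the mean activation of all tested compounds plus 3 SD, cut at about 14% in these data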;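 note: 0% = plate median of compound wells and 100% = 30 µM serotonin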
Target sequence (P35363 whole entry, looked up): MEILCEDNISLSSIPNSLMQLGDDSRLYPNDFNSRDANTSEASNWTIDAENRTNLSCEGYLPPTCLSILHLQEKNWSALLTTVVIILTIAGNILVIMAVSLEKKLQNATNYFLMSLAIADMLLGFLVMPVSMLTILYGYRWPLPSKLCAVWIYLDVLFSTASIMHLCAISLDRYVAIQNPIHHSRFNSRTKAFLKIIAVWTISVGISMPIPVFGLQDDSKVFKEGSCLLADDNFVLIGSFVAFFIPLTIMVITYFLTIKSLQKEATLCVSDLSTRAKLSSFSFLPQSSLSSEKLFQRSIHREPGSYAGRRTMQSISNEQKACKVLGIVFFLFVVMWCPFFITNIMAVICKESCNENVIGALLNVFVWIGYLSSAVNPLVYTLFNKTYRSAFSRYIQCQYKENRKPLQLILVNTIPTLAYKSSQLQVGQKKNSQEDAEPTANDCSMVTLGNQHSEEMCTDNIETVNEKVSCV
The depositor's hits bear a star; . = not tested or not shown.

Each structure is followed by: ABCB6 inh MLPCN	aDG glyco act	PDI inh	Granule exo inh	CaV13 FRET inh	Vif imaging	H9c2 protect	Glyco luc inh	iPSC survival up	m5-HT2A agonist
- COc1cc(/C=N/Nc2cccc(C)c2)cc(Br)c1O
 : 93.0	0.0	-1.2	0.4	-8.0	2.1	-3.3	1.6	-0.1	-5.0
- CC(C)OCCCNc1nc(-c2ccccc2)nc2ccccc12
 : 174.0	0.7	7.8	25.4	-4.1	-2.1	-10.2	-1.8	0.3	-2.3
- O=S(=O)(c1ccccc1F)N1CCc2ccccc2C1
 : 86.0	-0.1	1.8	-3.1	-20.1	5.1	-0.1	1.2	-0.2	-0.6
- O=C(N/N=C/c1cc(Br)cs1)C(O)c1ccccc1 (centres undefined)
 : 100.0	-0.1	13.4	3.5	-15.6	-3.3	6.9	1.1	0.0	-8.9
- O=C(CSc1nccc(=O)[nH]1)NCc1ccc(Cl)cc1
 : 102.0	0.2	0.2	-3.0	1.6	-6.2	2.2	2.7	-0.3	8.7
- CC(=O)Nc1cccc(Oc2cc(C#N)c(C#N)cc2N2CCOCC2)c1
 : 92.0	0.4	21.2	-1.2	.	6.5	1.9	0.6	-1.5	1.5
- C=CCn1c(O)c(N=NC(=O)c2cccnc2)c2cc(Br)ccc21
 : 101.0	0.0	-12.5	-1.7	-1.3	7.7	1.4	0.8	0.0	6.7
- CCc1nnc(NC(=O)CSc2nnc(CNc3ccc(OC)cc3)n2CC)s1
 : 99.0	0.2	11.3	0.2	-15.4	-4.8	26.9	-0.4	-2.2	0.9
- O=C(COc1ccc(F)cc1Cl)N(Cc1nnc(-c2ccccc2Cl)o1)C1CC1
 : 93.0	0.0	2.6	-3.4	-5.5	-1.3	-0.1	0.1	-0.2	-7.9
- CCOC(=O)c1nnn(-c2nonc2OC)c1-c1ccccc1
 : 100.0	0.1	-0.8	1.8	-4.1	0.6	13.3	1.3	-2.4	2.4
- COc1cc(CC(=O)N2CCN(S(=O)(=O)c3ccc(C(C)C)cc3)CC2)cc(OC)c1OC
 : 83.0	0.2	-5.4	-8.0	-13.3	.	-0.3	-1.4	-3.3	4.0
- CCOC(=O)C(NC(C)=O)(OCc1ccc(F)cc1)C(F)(F)F (centres undefined)
 : 88.0	0.2	8.1	-0.9	-1.3	-0.7	2.4	2.0	1.1	1.6
- COc1ccc(N(CC(=O)NC2CC2)S(=O)(=O)c2ccccc2)cc1
 : 95.0	-0.1	6.2	-5.7	-2.6	0.1	1.7	0.7	0.6	-1.1
- CCOC1=NN(c2ncc(C(F)(F)F)cc2Cl)C(=O)C1
 : 94.0	-0.1	-0.4	3.6	33.9*	-1.3	8.2	-0.6	4.8	5.7
- COc1ccc2[nH]c(=O)c(CNc3ccc(C)cc3C)cc2c1
 : 104.0	0.1	-3.8	4.1	-5.0	-2.3	38.8	2.6	-0.4	-3.1
- CNC(=O)C1(C)Cc2c(-c3ccc(NC(C)=O)cc3)ccnc2O1 (centres undefined)
 : 98.0	-0.1	4.1	3.0	-4.6	-4.8	-1.1	-0.1	5.6	2.3
- CCN(C(=O)CN1CCN(C)CC1)c1cccc2ccccc12
 : 101.0	0.4	1.1	-1.6	0.6	10.0	3.6	1.6	-1.2	-6.9
- Cc1ccc(OCC(=O)N2CCCCC2C)c([N+](=O)[O-])n1 (centres undefined)
 : 99.0	-0.2	1.8	5.1	-16.9	-1.4	0.7	1.7	0.5	5.6
- Clc1ccc(-c2nnc(-c3ccccc3)o2)c(Cl)c1
 : 96.0	-0.1	12.9	1.0	.	16.4	-15.3	-16.0	-6.4	-3.8
- CCOC(=O)c1cc(NCc2cccs2)ccc1N1CCOCC1
 : 100.0	0.1	-0.9	-3.0	-0.7	3.7	-0.5	-0.6	-0.4	-3.0
- COc1cc([N+](=O)[O-])ccc1Nc1nc(C)cc(C)n1
 : 97.0	0.5	-6.2	-7.9	-5.3	-0.4	-4.6	3.4	-0.1	0.8
- CC(=O)c1cccc(N(CC(=O)NC2CCCC2)C(=O)c2ccc(C)s2)c1
 : 97.0	-0.1	2.9	-7.3	-2.5	1.3	2.8	-0.8	-0.6	4.5
- O=S(=O)(NN1CCOCC1)c1ccc(Br)s1
 : 96.0	0.2	-4.5	3.9	.	9.0	-3.6	2.2	0.8	0.7
- Cc1ccc(CNC(=O)CSc2nc3ccsc3c(=O)n2Cc2ccc(C(=O)O)cc2)cc1
 : 92.0	-0.1	1.1	5.1	-5.7	0.0	-4.6	2.0	2.0	-6.2
- COc1cc2ccccc2cc1C(=O)Nc1ccc(Br)cn1
 : 101.0	0.1	-4.6	-5.2	6.2	8.9	-5.9	1.0	0.2	2.0
- O=C(O)Cn1nnc(-c2cccs2)n1
 : 115.0	-0.2	11.7	-2.1	.	-6.6	14.5	0.1	2.8	4.5
- CCOc1cccc(CNCc2ccncc2)c1
 : 98.0	0.0	-11.6	1.5	-6.0	-13.4	-8.5	1.5	-0.1	-0.9
- CC(=O)c1ccc(S(=O)(=O)N2CCN(C(C)C(=O)N(C)Cc3ccccc3)CC2)cc1 (centres undefined)
 : 98.0	0.0	0.2	1.3	-3.4	17.5	1.1	0.7	0.2	-8.2
- COCC(=O)Nc1cc(Cl)ccc1C
 : 101.0	0.0	3.4	-0.1	-4.8	4.5	4.7	0.1	0.3	0.3
- O=C(CN1CCN(S(=O)(=O)N2CCCCCC2)CC1)Nc1ccc(F)cc1
 : 95.0	0.0	-7.5	-4.0	-4.8	-5.1	-4.4	0.0	-0.6	1.2
- Cc1cc(C(=O)Nc2cccc(S(=O)(=O)N3CCCCC3)c2)c2ccccc2n1
 : 94.0	0.1	-3.0	-0.1	-6.7	-3.6	-9.3	-2.0	0.9	-0.6
- O=C1C2CC=CCC2C(=O)N1CC(=O)N(Cc1ccccc1)C1CCS(=O)(=O)C1 (centres undefined)
 : 89.0	0.0	0.7	0.5	-5.9	12.8	2.2	-0.1	-0.9	2.2
- C[C@@H]1NC(=O)[C@@]2(C)[C@@H](c3ccccc3)[C@H]3COc4ccc(Cl)cc4[C@@H]3N2C1=O
 : 93.0	0.3	14.8	14.9	-9.9	1.9	2.6	-0.7	1.0	-1.1
- O=C1CSCN1c1ccc(Cl)c(Cl)c1
 : 99.0	-0.3	-11.8	23.7	-1.9	-14.5	-6.7	-3.3	0.0	0.8
- Cc1nc2c(c(=O)c3ccccc3n2C)c(=O)n1C1CCCCCC1
 : 114.0	0.2	-3.1	3.5	-3.5	-11.4	9.9	2.5	-0.5	2.5
- CCC(=O)OCC(=O)Nc1cc(C)c(C)cc1[N+](=O)[O-]
 : 103.0	-0.2	17.7	3.4	-4.8	-0.3	4.1	4.0	-0.4	-1.5
- O=C(Nc1ccccc1C(=O)N1CCCCC1)c1ccc(Cl)cc1Cl
 : 100.0	0.5	-4.0	-7.0	-3.8	-0.5	2.0	1.2	0.8	0.1
- O=C(CN1CCCCC1)NC(=O)NCc1ccccc1
 : 97.0	-0.2	0.0	0.1	-2.9	-3.2	1.8	4.5	-1.5	3.1
- CC(C)(C)c1ccc(Oc2ccc(NC(=O)c3ccccc3C(=O)O)cn2)cc1
 : 93.0	-0.2	-4.3	-5.6	-19.6	0.0	-2.8	2.3	-0.3	-4.3
- O=C(/C=C\c1cn(-c2ccccc2)nc1-c1cccs1)N1CCOCC1
 : 93.0	-0.3	-6.0	1.3	-3.7	87.7*	27.5	9.6	-1.7	2.6
- C[C@H]1NC(=O)[C@]2(C)[C@@H](c3ccccc3)[C@H]3COc4ccccc4[C@H]3N2C1=O
 : 97.0	-0.1	-1.6	-7.0	-2.9	5.4	-5.3	0.4	-0.5	1.9
- OC(COc1cccc(OCC(O)CN2CCCC2)c1)CN1CCCC1 (centres undefined)
 : 100.0	0.0	6.3	1.8	-5.2	-4.6	3.1	-2.4	0.9	-1.7
- C/C(N)=C(/C#N)C(=O)COC(=O)CCCNC(=O)c1ccc(Cl)cc1
 : 101.0	-0.1	-3.5	0.5	3.2	0.8	-3.5	-1.1	-0.2	2.7
- Cc1ccc(Cn2c(CN3CCOCC3)nc3c2c(=O)[nH]c(=O)n3C)cc1
 : 95.0	0.1	1.1	0.9	-4.8	-0.4	3.2	2.4	1.5	-1.8
- CCn1cnc2sc(-c3ccccc3)cc2c1=O
 : 102.0	-0.2	1.2	-1.5	-5.0	-0.9	-17.3	-6.6	-1.4	3.0
- Cc1ccc(C(=O)C[n+]2cc(Br)cc(Br)c2)cc1
 : 86.0	-0.1	1.7	-0.6	-4.7	-6.9	0.2	2.3	-0.2	-2.2
- NS(=O)(=O)c1ccc(CCNC(=O)/C=C/c2ccc(S(=O)(=O)N3CCOCC3)cc2)cc1
 : 96.0	-0.2	2.3	2.2	-6.3	7.0	5.8	2.1	0.8	2.1
- Nc1nc(Sc2ncccc2[N+](=O)[O-])n[nH]1
 : 96.0	-0.1	1.7	-4.1	-4.8	-9.4	8.2	0.4	0.2	5.2
- CC(C)=CC(=O)Nc1ccccc1C(N)=O
 : 95.0	0.1	8.5	3.9	-4.9	3.1	-1.3	0.4	7.9	-2.3
- COc1ccc(N2C(S)=C(C#N)C(=O)NC2c2ccco2)cc1 (centres undefined)
 : 102.0	0.3	-7.1	26.0	-5.2	1.9	2.1	3.7	-2.0	6.0
- CCOC(=O)c1ccc(NC(=O)Cn2nnc(-c3ccc(F)cc3)n2)cc1
 : 94.0	-0.1	0.8	3.3	-4.2	-8.6	3.6	-0.8	5.1	0.6
- O=C(Nc1ccccc1[N+](=O)[O-])c1cc(S(=O)(=O)Nc2ccccn2)ccc1Cl
 : 100.0	0.1	-4.8	-3.9	-4.6	4.1	0.8	-1.6	0.4	-5.2
- Cc1ccc(F)cc1NC(=O)COC(=O)C1CCN(c2ccc(C(F)(F)F)cn2)CC1
 : 100.0	-0.1	1.4	4.5	-5.9	9.3	-5.0	-0.8	-0.5	-0.6

Bioassay records as filed in PubChem.
